High-throughput results: PubChem BioAssay, several laboratories
Rpn11 inh: Rpn11 (PSMD14) deubiquitinase inhibitors, primary screen, biochemical, fluorescence polarization, uHTS; 26S proteasome non-ATPase regulatory subunit 14 (Homo sapiens), O00487; human 26S proteasome, Ub4-pepOG fluorescence polarization; 20S core pre-blocked with epoxomicin; calls only at 20 µM; 360,000 tested, 0.59% active; AID 588493, 2011;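 active = inhibition at 20 µM, scaled to each plate's controls, above about 33%, limit read from the data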
Target sequence (O00487 whole entry, looked up): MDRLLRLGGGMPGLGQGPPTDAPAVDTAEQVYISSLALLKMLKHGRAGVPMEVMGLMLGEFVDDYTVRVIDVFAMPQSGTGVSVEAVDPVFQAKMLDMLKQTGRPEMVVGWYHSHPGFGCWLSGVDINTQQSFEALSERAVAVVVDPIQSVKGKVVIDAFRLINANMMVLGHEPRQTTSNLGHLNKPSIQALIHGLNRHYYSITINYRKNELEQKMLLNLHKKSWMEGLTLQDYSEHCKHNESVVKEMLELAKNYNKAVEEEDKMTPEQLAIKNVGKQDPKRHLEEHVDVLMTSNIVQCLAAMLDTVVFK
CSN deneddyl inh: inhibitors of CSN-mediated cullin deneddylation, primary screen, biochemical, fluorescence polarization, uHTS; COP9 signalosome complex subunit 5 (Homo sapiens), Q92905; Purified CSN, SCF-Nedd8-OG deneddylation; inhibition, % at 12.5 µM; 360,000 tested, 0.38% active; AID 651999, 2013;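 active = pattern-corrected inhibition above about 35%, with an unprinted fluorescence ratio check between 0.5 and 1.5, limit read from the data, passing the limit was not always enough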;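 also: 0% = enzyme with substrate and 100% = substrate without enzyme; some results filed as inactive read as strong as hits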
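Material: purified human Csn5 enzyme expressed in HEK293T cells / Medium: Tris buffer pH 7.5, NaCl, DTT, Tween-20, trehalose, ovalbumin / Compound dosing: 12.5 µM single point / Schedule: 90 min incubation of compound, enzyme and substrate at room temperature / Signal: fluorescence polarization of the substrate / Control set: no-enzyme wells high, enzyme-with-substrate wells low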
MT1-MMP act inh: blockers of MT1-MMP proenzyme processing, primary screen, HT1080 RFP-PRO-GFP cells, GFP/RFP fluorescence. Matrix metalloproteinase-14 (Homo sapiens), P50281. GFP/RFP ratio fluorescence, overnight; percent of plate control window, DMSO zero. GFP/RFP ratio change, % at 20 µM. 360,000 tested, 0.061% active. AID 651647, 2012;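 active = GFP/RFP ratio change of at least 30% with cell ATP level not reduced by more than half and red fluorescence within 50% of control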; also: strong numbers were not always called active
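Compound: 20 µM single dose, 1% DMSO / System: HT1080 RFP-PRO-GFP cells / Controls: DMSO and RFP-L50D-GFP cell wells / Read-out basis: GFP/RFP fluorescence ratio / Schedule: overnight compound exposure at 37 °C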
NadD inh: inhibitors of S. aureus NadD, primary screen, biochemical, colorimetric, uHTS. Nicotinate-nucleotide adenylyltransferase NadD (Staphylococcus aureus N315). purified NadD enzyme, colorimetric absorbance read-out. inhibition, % at 20 µM. 360,000 tested, 0.78% active. AID 602399, 2012; in the data active = inhibition above about 26%; also: some compounds past the cut are filed as inactive
FAS TE block: FAS thioesterase domain inhibitors, primary screen, biochemical, fluorescence intensity, uHTS | Fatty acid synthase (Homo sapiens), P49327 | recombinant FAS-TE, OMFH fluorogenic substrate, fluorescence endpoint | inhibition, % at 15 µM | 360,000 tested, 0.67% active | AID 602261, 2012;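 active = compounds whose normalised, plate-corrected inhibition of enzyme fluorescence in the single-dose primary screen is 50% or more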;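 also: 0% = DMSO with enzyme and 100% = substrate without enzyme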
MLLE-PAM2 inh: inhibitors of PABP1 MLLE–PAM2 peptide binding, primary screen, biochemical, fluorescence polarization, FITC-PAM2, GST-MLLE. inhibition, % at 20 µM. 360,000 tested, 0.36% active; in the data active = inhibition above about 35%, passing the limit was not always enough;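 also: plate controls were DMSO wells with GST-MLLE for no effect and wells lacking GST-MLLE protein for full effect; some results filed as inactive read as strong as hits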
Rin1-Abl PPI inh: inhibitors of Rin1-Abl protein binding, primary screen, biochemical, TR-FRET; 360,000 tested, 0.4% active; AID 588664, 2011; inhibition, % at 7.35 µM; in the data active = inhibition above about 5%, passing the limit was not always enough
Neddyl block: inhibitors of cullin neddylation, primary screen, biochemical, TR-FRET, uHTS, NAE and Ubc12; calls only at 25 µM; AID 651699, 2012; 360,000 tested, 0.58% active; in the data active = inhibition above about 36%
Target sequence (P61081 whole entry, looked up): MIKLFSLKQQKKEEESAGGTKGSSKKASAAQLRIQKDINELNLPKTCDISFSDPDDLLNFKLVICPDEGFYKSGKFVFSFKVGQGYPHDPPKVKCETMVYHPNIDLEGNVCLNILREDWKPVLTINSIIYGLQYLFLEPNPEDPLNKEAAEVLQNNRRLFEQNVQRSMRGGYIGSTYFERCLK
Target sequence (Q13564 whole entry, looked up): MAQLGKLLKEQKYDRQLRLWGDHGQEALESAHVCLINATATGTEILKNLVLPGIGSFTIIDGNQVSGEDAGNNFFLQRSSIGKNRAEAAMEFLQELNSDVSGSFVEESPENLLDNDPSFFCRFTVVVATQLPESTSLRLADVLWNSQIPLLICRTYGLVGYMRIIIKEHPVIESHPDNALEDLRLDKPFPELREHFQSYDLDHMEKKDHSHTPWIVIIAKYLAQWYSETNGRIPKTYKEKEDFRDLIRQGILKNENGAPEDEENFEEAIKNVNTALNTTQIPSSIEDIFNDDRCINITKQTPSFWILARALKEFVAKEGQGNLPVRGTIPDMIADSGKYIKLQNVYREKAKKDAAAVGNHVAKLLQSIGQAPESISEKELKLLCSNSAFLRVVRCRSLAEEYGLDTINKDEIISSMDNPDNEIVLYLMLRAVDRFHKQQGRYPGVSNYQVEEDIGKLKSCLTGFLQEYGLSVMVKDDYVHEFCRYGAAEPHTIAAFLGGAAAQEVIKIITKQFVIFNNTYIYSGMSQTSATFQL
SKN-1 block: suppressors of acrylamide-induced Pgst-4::GFP reporter in worms, primary screen, SKN-1 inhibitor project, whole organism, uHTS, GFP/RFP fluorescence ratio, strain VP596. C. elegans VP596 Pgst-4::GFP/RFP ratio, 24 h. 360,000 tested, 0.49% active. AID 624304, 2012. inhibition, % at 21.8 µM;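 active = interference check ratio from 0.5 to 1.5 plus GFP to RFP signal ratio inhibition reaching or exceeding a fixed threshold, cut at about 30% in these data, passing the limit was not always enough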; also: some compounds called inactive have numbers as strong as hits
* hit, by the source's call; i = inactive; . = no result given; + = active, no number.

SMILES	Rpn11 inh	CSN deneddyl inh	MT1-MMP act inh	NadD inh	FAS TE block	MLLE-PAM2 inh	Rin1-Abl PPI inh	Neddyl block	SKN-1 block
Cc1ccc(-c2csc3nc[nH]c(=S)c23)cc1C	i	-1	-26	7	6	32	4	i	3
O=C(/C=C/c1ccccc1)N1CCN(Cc2nc3ccccc3c(=O)[nH]2)CC1	i	4	-1	1	-10	-2	0	i	10
Cc1ccc2c(c1)N(CC(=O)O)C(=O)CO2	i	-5	2	1	-5	12	-2	i	18
COC(=O)c1ccccc1NC(=O)Nc1ccc(C)cn1	i	1	1	-2	0	-4	-3	i	-1
O=C(COC(=O)/C=C/c1ccc(F)cc1)Nc1ccc(Cl)cn1	i	-2	-1	-6	1	15	-5	i	-20
c1csc(-c2ccn[nH]2)c1	i	2	-5	-3	-2	-4	3	i	11
COc1cccc(-c2cc(C(F)(F)F)nc(-n3cncn3)n2)c1	i	5	-3	-3	-6	-2	3	i	15
Cc1noc(C)c1C(=O)Nc1nc(-c2cc(F)ccc2F)cs1	i	2	7	-9	2	1	-8	i	-7
Cc1cc2cc(CN(Cc3cccs3)C(c3nnnn3C(C)(C)C)C(C)C)c3nnnn3c2cc1C (centres undefined)	i	-2	-44	31*	52*	-9	6	i	-14
CCc1ccc(CN2CCCC(CNS(=O)(=O)c3ccc(OC)cc3)C2)cc1 (centres undefined)	i	-2	4	-10	-1	-1	2	i	-11
CCC(C(=O)OCC(=O)NC(=O)NC(C)(C)C)c1ccccc1 (centres undefined)	i	-2	1	-7	4	3	2	i	1
Cc1ccc(C2=NC(C)(C)N=C2SCC(=O)Nc2ccc(Cl)cc2)cc1	i	1	-1	-10	8	25	3	i	16
CC1(C)OC(=O)C2=C(C[C@@H](C3CCCC3)O[C@@H]2c2ccc(Cl)cc2)O1	.	-4	2	-8	11	.	.	i	-5
CC(=O)c1cc2ccc(O)cc2oc1=O	i	0	1	-3	-6	36	-3	.	-6
CC(Cn1cncn1)C(=O)N1CCN(S(=O)(=O)c2ccccc2)CC1 (centres undefined)	i	1	1	-3	-4	2	6	i	9
O=C1NC(c2ccccc2)Oc2ccccc21 (centres undefined)	i	-2	4	-9	-4	6	0	i	-6
O=C(CCc1nnc(CCc2ccccc2)o1)N1CCCC1c1nccs1 (centres undefined)	i	-1	2	-2	-4	-5	-4	i	4
CC(=O)c1ccc(N(C(=O)Cn2nnc3ccccc32)C(C(=O)NCc2ccccc2)c2ccccn2)cc1 (centres undefined)	i	6	-2	5	-1	10	7	i	9
CC(C)C[C@H](NC(=O)N1CCn2c1nc1ccccc12)C(=O)N1CCCCC1	i	0	-1	2	5	9	2	i	5
C=CCNc1sc(C(=O)c2ccc(C)cc2)c(N)c1C#N	i	8	1	1	-2	-1	-2	i	9
CC1=Nc2ccccc2/C1=C/c1sc(=N)n(-c2nccs2)c1O	+	44*	-150	7	0	-137	0	i	4
Cc1csc(=O)n1CCC(=O)OCC(=O)c1c(N)n(CC(C)C)c(=O)n(C)c1=O	i	2	-2	-1	-5	1	3	i	15
Cc1nc2c(sc(=S)n2Cc2ccco2)c(=O)n1CC(=O)Nc1ccccc1F	i	-5	4	-5	5	3	-1	i	9
O=C(c1ccc(-c2ccc([N+](=O)[O-])cc2)o1)N1CCN(S(=O)(=O)c2cccs2)CC1	i	-2	-7	26	39	21	-1	i	8
Cc1oc(C(C)(C)C)cc1C(=O)Nc1cccc(/C=C\C(=O)O)c1	i	0	-2	5	2	9	-4	i	0
Following part:
SMILES	Rpn11 inh	CSN deneddyl inh	MT1-MMP act inh	NadD inh	FAS TE block	MLLE-PAM2 inh	Rin1-Abl PPI inh	Neddyl block	SKN-1 block
CCC(=O)C1CCCN(C(=O)c2ccc3nc(-c4cccc(OC)c4)oc3c2)C1 (centres undefined)	i	2	-2	-3	2	3	4	i	10
COc1ccccc1NC(=O)CSc1nnc(Cn2nnc(-c3ccccc3)n2)n1-c1ccccc1	i	4	4	-7	20	-4	-1	i	-20
Cc1ccc(CNC(=O)CCCc2ccccc2)cc1	i	-9	0	-6	2	-5	0	i	3
Clc1ccc(-n2ncc3c(NCCN4CCOCC4)ncnc32)cc1	i	5	6	-2	-2	-7	1	i	14
CCN1CCN(C(=O)c2cc3sccc3n2CC(=O)c2ccccc2)CC1	i	-2	1	-10	-8	9	2	i	-2
CC(C)[C@H](NC(=O)c1c(F)cccc1F)C(=O)N1CCN(c2ccc(F)cc2)CC1	i	0	-2	-2	-1	-5	0	i	8
CN(C(=O)CCNC(=O)Cn1cnc2ccccc2c1=O)c1ccc(Br)cc1	i	1	-2	4	-1	-8	-1	i	5
O=C(Nc1ccc(OC(F)(F)F)cc1)c1n[nH]c(Cn2cncn2)n1	i	-2	1	0	-7	4	-1	i	-5
COc1cccc(-c2nnc(N)o2)c1	i	-5	0	-4	-2	-17	0	i	-2
COc1ccc(C(=O)N2CCn3c2nc2ccccc23)cc1	i	0	-2	3	-3	-3	-1	i	1
Cc1ccc(C)c(S(=O)(=O)N2CCCCC2CCNC(=O)C(=O)NC2CCCC2)c1 (centres undefined)	i	-5	-2	-5	13	14	0	i	7
COCCCN1C(=O)C(CC(=O)NCCCN(C)C)CC(C(=O)N2CCOCC2)=C1C (centres undefined)	i	4	0	-3	-5	-8	-1	i	1
Cc1ccccc1NC(=O)c1ccccc1NC(=O)CCC(=O)O	i	-3	1	0	-10	-11	-2	i	-2
O=C(CSc1ccc2ccccc2n1)Nc1ccc(N2CCOCC2)cc1	i	4	6	4	0	2	-1	i	3
O=C(CCN1CCN(C(=O)c2ccccc2)CC1)c1ccc(Br)cc1	i	-4	2	5	0	18	1	i	-5
COc1ccc(OC)c(C(=O)COC(=O)c2c(OC)cccc2OC)c1	i	-1	-2	-6	-5	2	0	i	4
O=C1C(Cl)=C(N2CCN(Cc3ccccc3)CC2)C(=O)N1Cc1ccccc1	i	-8	-8	-3	36	65*	2	i	-23
COCCCNc1nc(N)c([N+](=O)[O-])c(N2CCCCCC2)n1	i	0	-6	-2	-2	4	-2	i	-13
O=C(Nc1nc(-c2ccc3c(c2)Cc2ccccc2-3)cs1)c1ccccc1	i	-10	3	6	-4	1	0	i	3
CCN1C(=O)NC(c2cccnc2)C(C(=O)OC)=C1C (centres undefined)	i	10	-3	4	-7	2	0	i	9
COc1cc(C)c(Br)cc1S(=O)(=O)N1CCOCC1	i	1	1	-1	-2	-5	-1	i	22
COc1ccc(CCNC(=O)C2CCCN(c3nn4c(=O)cc(C)nc4s3)C2)cc1OC (centres undefined)	i	-1	3	-3	-3	-20	1	i	8
CN(C)S(=O)(=O)c1ccc(NC(=O)CN2CCN(C(c3ccccc3)c3ccccc3)CC2)cc1	i	0	1	-2	21	-9	5	i	20
CSc1nnc(C)c(/C=C/Nc2ccc(Cl)cc2)n1	.	-1	-8	7	1	-92	-2	i	17
Cc1cc(/C=C2/NC(=O)N(Cc3ccccc3F)C2=O)c(C)n1C(C)C	i	4	-6	12	25	-16	-1	i	9

Record cards, as listed above:
CCN1CCN(C(=O)c2cc3sccc3n2CC(=O)c2ccccc2)CC1 across the screens: Rpn11 inh: i; CSN deneddyl inh: -2; MT1-MMP act inh: 1; NadD inh: -10; FAS TE block: -8; MLLE-PAM2 inh: 9; Rin1-Abl PPI inh: 2; Neddyl block: i; SKN-1 block: -2
COc1ccc(CCNC(=O)C2CCCN(c3nn4c(=O)cc(C)nc4s3)C2)cc1OC (centres undefined) across the screens: Rpn11 inh: i; CSN deneddyl inh: -1; MT1-MMP act inh: 3; NadD inh: -3; FAS TE block: -3; MLLE-PAM2 inh: -20; Rin1-Abl PPI inh: 1; Neddyl block: i; SKN-1 block: 8

New compounds follow.
SMILES	Rpn11 inh	CSN deneddyl inh	MT1-MMP act inh	NadD inh	FAS TE block	MLLE-PAM2 inh	Rin1-Abl PPI inh	Neddyl block	SKN-1 block
COc1ccccc1C(=O)NC(C(=O)NCCc1nc2ccccc2[nH]1)=C(C)C	i	-1	-3	3	-1	-4	3	i	-6
Nc1ncnc2c1ncn2[C@@H]1O[C@H](CO)[C@@H](O)[C@H]1O	i	1	4	5	-3	10	-2	i	10
COCCCNC(=S)Nc1cccc2ncccc12	i	7	3	-1	1	20	2	i	-7
COc1ccc(C)cc1NC(=O)c1cc(S(=O)(=O)N2CCCC2)cn1C	i	-2	-2	-4	2	-2	3	i	-11
COC(=O)c1c(NC(=O)Cc2ccccc2)sc2c1C(C(=O)OC)CC2 (centres undefined)	i	-4	-1	-9	13	31	-2	i	4
CCOc1ccc(C(=O)O[C@H]2[C@H](Cc3ccccc3)NS(=O)(=O)[C@H]3C[C@@H]4C=C[C@]23O4)cc1	i	-4	4	5	19	-11	0	i	3
COc1ccc(CCNC(=O)c2ccc(NS(=O)(=O)c3ccc4[nH]c(=O)[nH]c4c3)cc2)cc1	i	6	-2	-4	3	-8	2	i	-10
O=C(c1ccc(S(=O)(=O)Cc2ccccc2F)c([N+](=O)[O-])c1)N1CCCC1	i	-2	-5	-1	-3	-1	-2	i	-1
N/C(=N\OC(=O)c1cccc(Cl)c1)c1cccnc1	i	1	-5	-2	-2	-15	-2	i	42*
O=C(Nc1nccs1)c1cc2c(s1)CCCCC2	i	-1	0	-4	9	-2	3	i	19
S=C(Nc1ccc(Br)cc1Cl)NN1CCOCC1	i	-1	7	-3	-7	17	1	i	1
CC1(C)CC2CC(C)(CN2S(=O)(=O)c2ccc(F)cc2F)C1 (centres undefined)	i	-2	-2	-9	16	-1	1	i	-3
O=C(NOCc1ccccc1)c1ccc(Cl)cc1Cl	i	-5	2	2	1	12	0	i	1
CN(C)c1ccc(C(=O)/C=C/c2cccnc2)cc1	i	4	-4	-7	-5	-14	-5	i	13
COc1ccc(-c2nc(N3CCC(C)CC3)[nH]c(=O)c2C#N)cc1	i	5	6	6	-2	-2	-2	i	13
Cc1nn(-c2ccccc2)c(Cl)c1C(=O)NCCN(C)C	i	-4	2	-28	-7	-6	2	i	4
O=[N+]([O-])c1ccc(NCc2ccc3c(c2)OCO3)cc1	i	6	2	-3	18	26	2	i	6
Cc1ccc(NC(=S)NC2CC3CCC(C2)N3Cc2ccco2)cc1C (centres undefined)	i	-4	6	-1	-5	5	4	i	-2
Cc1ccc(S(=O)(=O)N2CC3(C)CN(S(=O)(=O)c4ccc(C)cc4)CC(C)(C2)C3)cc1	i	1	13	4	-4	6	-3	i	4
CCCCCC(=O)N1C[C@@H](O)[C@H](n2cc(-c3ccc(F)cc3)nn2)C[C@@H]1c1ccc(Cl)cc1	i	4	-4	5	16	13	-1	i	12
COc1cc(/C=C/C(=O)O)cc(S(=O)(=O)NNC(=O)c2cc(C)oc2C)c1OC	i	-5	-8	3	-7	0	2	i	0
Cc1ccc(NC(=O)C2CCCN2C(=O)c2cccs2)c(C)c1 (centres undefined)	i	-2	-3	10	2	-107	2	i	8
Cc1cc(OCc2cn3cccnc3n2)ccc1Cl	i	-2	3	21	-11	-8	3	i	4
